ALOX12 inh – blocks human arachidonate 12S-lipoxygenase. 1.1% of 580,000 active. Potency, µM (highest dose often 108 µM), for inactives: at the highest dose activity change, negative = inhibition, most hits filed as inhibitors. purified 12hLO, xylenol orange hydroperoxide absorbance. AID 1671190. P18054; active = well fitted inhibition curve with a large enough effect; inconclusive = small, poorly fitted or top-dose-only effect, or another doubt; inactive = no such curve, though single readings can be large or run the other way
Target sequence (P18054 whole entry, looked up): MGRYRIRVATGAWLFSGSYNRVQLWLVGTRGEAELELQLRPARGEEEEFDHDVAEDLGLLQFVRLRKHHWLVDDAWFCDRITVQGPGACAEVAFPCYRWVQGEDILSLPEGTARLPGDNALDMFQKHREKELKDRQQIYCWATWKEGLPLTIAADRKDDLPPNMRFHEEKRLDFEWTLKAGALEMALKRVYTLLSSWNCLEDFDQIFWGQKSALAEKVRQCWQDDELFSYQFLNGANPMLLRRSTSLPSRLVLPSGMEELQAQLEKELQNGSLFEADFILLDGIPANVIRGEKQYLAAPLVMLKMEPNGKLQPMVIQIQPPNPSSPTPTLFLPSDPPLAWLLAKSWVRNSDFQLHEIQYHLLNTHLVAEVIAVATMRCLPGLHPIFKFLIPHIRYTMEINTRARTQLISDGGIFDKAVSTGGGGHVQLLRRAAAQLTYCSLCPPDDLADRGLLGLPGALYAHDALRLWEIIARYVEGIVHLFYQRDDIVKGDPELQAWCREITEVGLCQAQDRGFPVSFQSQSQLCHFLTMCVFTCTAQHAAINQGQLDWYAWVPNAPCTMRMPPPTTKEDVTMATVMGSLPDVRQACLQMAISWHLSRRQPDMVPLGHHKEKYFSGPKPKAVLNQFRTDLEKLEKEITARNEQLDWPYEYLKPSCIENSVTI
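Purified human 12hLO (150 nM final) in 25 mM Hepes, 0.01% Triton X-100, pH 7.0 was preincubated 15 min at room temperature with compound. Then 40 uM arachidonic acid was added, 30 min. Hydroperoxide was read by Fe-XO absorbance ratio 573/405 nm.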
Numbers without * were called inactive; ? = inconclusive; [ ] = another dose, or the depositor's remark. % is scaled to controls: 0 for no effect and ±100 for the full control effect; potency is read from the fitted curve at half-maximal effect.

SMILES	ALOX12 inh
COc1cc(SC)ccc1C(=O)N[C@H]1CCN2C(=O)[C@@H](CC(=O)O)NC(=O)[C@@H]2C1	-1%[176 µM]
CN1CCC(NC(=O)C(C)(C)Oc2nn(Cc3cccc(Cl)c3)c3ccccc23)CC1	?
CCO[C@H]1CN(C2CCN(c3ccc(C)c(Cl)c3)CC2)C[C@@H]1O	0%
Cc1c(C(=O)c2ccc[nH]2)oc2ccc(Cl)cc12	-48%
CO[C@H]1[C@H](NC(=O)c2cn3ccsc3n2)c2ccccc2C12CCNCC2	89%[activator]
COc1cccc(OC)c1C(=O)NCc1ccco1	-54%
O=C(CN1CCN(c2nccs2)CC1)NCc1cccc(Cl)c1	?
COC[C@@H]1CN(C(=O)c2ccc(C(C)(C)C)cc2)C[C@H]1c1nc(C)no1	15%
CCOC(=O)/C(C#N)=C(\C=C\c1ccccc1OC(F)F)c1ccccc1	-20%
Cc1ccc(F)c(C(CC(=O)NCc2ccco2)c2c[nH]c3ccc([N+](=O)[O-])cc23)c1 (stereo not given)	?
CN(C)C[C@@H]1CN(c2ncccn2)C[C@H]1NS(=O)(=O)c1cccs1	72%[activator]
CC(C)=CC(=O)Nc1ccc2c(c1)-c1ccccc1C2	19%
COc1ccc(C(=O)NCC(=O)N2CCCCCCNC(=O)CC2c2ccccc2)c(OC)c1 (stereo not given)	37%[activator]
CCCNC(=O)c1ccc(NC(=O)CCc2ccccc2)cc1	-1%
Cc1ccc(C(=O)N2CCC(n3cc(-c4nc(C5CC5)no4)nn3)C2)cc1C (stereo not given)	?
CCN(CC)C(=O)CN(C)c1nc2ccccc2o1	16%
COc1ccc(NC(=O)COc2ncnc3ccc(Br)cc23)c([N+](=O)[O-])c1	-28%
CN(C)C(=O)c1n[nH]c2c1CN(C(=O)c1cccc(C(F)(F)F)c1)CC2	24%
O=C(O)CN1CCC(CO)CC1	?
CCCCCN(CCC12CC3CC(CC(C3)C1)C2)C(=O)NCCCc1ccncc1	-46%[57.4 µM]
CC(C)Cn1c(CN(C)CCC2CCCCO2)cnc1S(=O)(=O)Cc1ccccc1 (stereo not given)	-19%
O=c1c(Cl)c(N2CCN(c3cccc(C(F)(F)F)c3)CC2)cnn1-c1nc2ccccc2s1	40%[activator]
CCn1nnnc1SCC(=O)c1c(C)c(C)cc(C)c1C	?
CCN(CC(=O)Nc1ccc(C#N)cc1)CC(=O)Nc1ccc2c(c1)OCCO2	1%
Clc1cc(Cl)cc(CNc2ncncc2-c2ccc3c(c2)OCO3)c1	?
COc1ccc(C(=O)N2CCN3C(=O)N(Cc4ccccc4)C(=O)[C@H]3C2)cc1	28%[176 µM]
NC(=O)c1ccc(NC(=O)Cn2nc(-c3cccs3)c3ccccc3c2=O)cc1	4%
COc1cc(C(=O)NCc2c(C)noc2C)ccc1OC1CCN(C(C)=O)CC1	1%
CC(C)(C)c1cc(NC(=O)CS(=O)(=O)c2ccccc2)on1	-12%
CCOc1ccccc1Nc1nc(-c2ccccc2)cs1	?
CC(C)Oc1ccc(-c2noc(-c3ncn4c3COC(c3ccc(F)cc3)C4)n2)cc1 (stereo not given)	-9%
COc1ncnc2c1ncn2CCCNCc1ccco1	?
CS(=O)(=O)c1nc(S(=O)(=O)c2ccc(Cl)cc2)c(NCCc2ccccc2)s1	?
CCCCN(Cc1ccccc1)c1ccc(C(=O)O)cc1NS(=O)(=O)c1ccc(C(C)=O)cc1	5.6µM*
CC(C)C(=O)N1CCN(c2nc3ccccc3o2)CC1	-4%
COC(=O)C(c1ccccc1)(c1cn(C)c2c(C)cccc12)C(Nc1ccccc1)c1ccccc1 (stereo not given)	-6%
COCCN1C(=O)c2cccn2CC1CNC(=O)c1cccc(F)c1 (stereo not given)	31%
COC(=O)CCNC(=O)C1CN(S(=O)(=O)c2cccnc2)CC12CCCCC2 (stereo not given)	28%
COCCN1CCC(CNC(C)=O)CC1	-26%
N#Cc1ccccc1S(=O)(=O)N[C@H]1CO[C@H]2[C@@H]1OC[C@@H]2n1nnnc1Oc1cccc(N2CCOCC2)c1	68%[activator]
CN(C)c1ccc(C(=O)N2CCC[C@H]2c2nc(-c3ccccc3)no2)cc1	0%
Cc1[nH]c2ccc(F)cc2c1CC(=O)N(C)C1CCCC1	5%
CC(C)=CCC1(CO)CCCN(c2ncccc2C(=O)N2CCCC2)C1 (stereo not given)	5%
Cc1ccc(C(=O)N2CCc3sc(C(=O)NCc4cc(F)cc(F)c4)cc3C2)cc1	22%
Cc1cccc(NC(=O)CSc2ncc3c(n2)-c2cc(C)ccc2N(C)S3(=O)=O)c1	-26%

Some of these compounds in order of length of the SMILES, smallest number first:
SMILES	ALOX12 inh
CCN(CC)C(=O)CN(C)c1nc2ccccc2o1	16%
CS(=O)(=O)c1nc(S(=O)(=O)c2ccc(Cl)cc2)c(NCCc2ccccc2)s1	?
O=c1c(Cl)c(N2CCN(c3cccc(C(F)(F)F)c3)CC2)cnn1-c1nc2ccccc2s1	40%[activator]
N#Cc1ccccc1S(=O)(=O)N[C@H]1CO[C@H]2[C@@H]1OC[C@@H]2n1nnnc1Oc1cccc(N2CCOCC2)c1	68%[activator]

(next part)
SMILES	ALOX12 inh
CCOCCCNC(=O)c1cc(-c2ccncc2)nc2ccccc12	?
CCC(c1nc2ccccc2[nH]1)N(Cc1cccnc1)C(=O)c1cc(-c2ccccc2)on1 (stereo not given)	-1%
O=C1NCc2ccccc2CC12CCN(Cc1cc(F)ccc1O)C2 (stereo not given)	4%[6.33 µM]
COc1ccc(-c2cc(NC(C)=O)c3ncc(-c4ccccc4)n3c2)c(OC)c1	?
Clc1ccccc1-c1nc(-c2ccc(Br)cc2)no1	4%
C/C(=N\NC(=O)C(c1ccccc1)c1ccccc1)c1cccs1	17%
CCc1cccc(C)c1NC(=O)c1nc2ccccc2nc1N(CC)CC	-23%
Cc1nn(-c2ccc(C(F)(F)F)cc2)c(C)c1[C@@H]1C=C[C@@H](NC(=O)COCC(=O)O)C1	14%
O=Cc1cccc(N2CCN(C(=O)N3CCOCC3)CC2=O)c1	18%[6.33 µM]
O=C(NC1C[C@H]2CC[C@@H](C1)N2C(=O)CC1CCCC1)c1ccc(F)cc1 (stereo not given in full)	47%[activator]
CC(C)(C)n1nnnc1C(c1ccccc1)N1CCN(c2c(Cl)cncc2Cl)CC1 (stereo not given)	22%
Cc1ccc([S+](=O)([O-])c2nnn3c2nc(N2CCC(F)CC2)c2ccccc23)cc1C	?
COC(=O)CC1C(=O)NCCN1C(=O)c1ccc2nc(C3CCCCC3)oc2c1 (stereo not given)	34%[activator]
COCC(=O)N[C@H]1C=C[C@@H](CC(=O)OC)O[C@@H]1CO	?
CNC(=O)[C@@H]1C[C@@H](n2cc(CNC(=O)Nc3cccc(Cl)c3)nn2)CN1	11%
COc1ccc(CN2CCCC3(Cc4ccccc4CNC3=O)C2)c(OC)n1 (stereo not given)	4%[6.33 µM]
CCNC(=O)C1(C)CCCN(C(=O)c2ccnc(Cl)c2)C1 (stereo not given)	-1%
COc1cc(=O)n2c(c1C(=O)NC(C)c1ccco1)CCN(Cc1cc(C)ccc1C)CC2 (stereo not given)	12%
N#Cc1ccc(S(=O)(=O)N2CCCCC2c2cc(C(=O)NCc3ccccc3)no2)cc1 (stereo not given)	-14%
O=C(O)C1CN(C(=O)c2csc(-c3cccs3)n2)CCO1 (stereo not given)	22%
O=S(=O)(NCc1nnnn1-c1ccccc1)c1ccccc1	3%
COc1ccc(C2(C(=O)N[C@@H]3CN(c4ncccn4)C[C@H]3CN(C)C)CC2)cc1	94%[activator]
CNC(=O)[C@@H](c1ccc(OC)cc1)N1CCC[C@H]1C(=O)N1CCOCC1	5%[176 µM]
Cc1nc2cc(NC(C)C(=O)Nc3ccccc3Cl)ccc2o1 (stereo not given)	-24%
CCc1nc2ccc(C(=O)Nc3cc(-c4ccccc4)ccc3OC)cn2c1N(CC)Cc1cccc(Br)c1	-1%
CCCn1c(=O)n(CC(=O)NCC(=O)Nc2cccc(C)c2C)c2ccccc21	?
Cc1cnc(C2CC2)n1CCNC(=O)c1cncn1C	87%[activator]
Cc1cccc(OCCNC(=O)c2cc(C3CC3)nc3c2cnn3C(C)C)c1	11%
CC(C)(C)OC(=O)N1CC(Nc2cccc(C(F)(F)F)c2)C1	0%[6.33 µM]
CCCOc1ccccc1C(=O)N1CCc2onc(-c3ccccc3)c2C1	23%
Cc1cccc(-c2cn[nH]c2C2CCN(C(=O)c3ccc4nccnc4c3)CC2)c1	-16%
COC(=O)Cn1c(Nc2ccccc2)nc2c1c(=O)n(C)c(=O)n2C	30%
N#Cc1ccccc1NC1=CC(=O)CC(c2ccccc2)C1 (stereo not given)	32%[activator]
CCNC(=O)Nc1ccc(OCC(=O)NCc2ccc(N3CCOCC3)cc2)nc1	35%
O=C1NC2(CCN(Cc3ccsc3)C2)Oc2ccccc21 (stereo not given)	34%[176 µM]
O=C(CCc1ncc(-c2ccc(F)cc2F)o1)N1CCN(S(=O)(=O)c2cc(F)ccc2F)CC1	-33%
COc1ncccc1CNC(=O)c1nccnc1N	?
CCc1nc2c(OCCC3CCCCC3)cccn2c1N(C)C(=O)c1ccc(C)cc1	45µM*
CSCC(=O)N1C[C@@H](NC(=O)Nc2cccc(SC)c2)C[C@H]1C(=O)N(C)CC(N)=O	1%
COc1cc(C(=O)N(Cc2nc3ccccc3c(=O)[nH]2)C(C)C)cc(Cl)c1OCC(N)=O	13%
CC(C)c1ccc(CN2CC(CNC(=O)c3cnn(C)c3)C3(C2)CN(c2ccccc2)C3)cc1 (stereo not given)	7%
Cc1ccc(Nc2ccnc(N3CC4CCC(C3)N4CC(F)(F)F)n2)cc1	7%[6.33 µM]
COC(=O)[C@@]12C[C@@H](CC(=O)NCCc3ccccc3OC)C(=O)N(Cc3ccco3)C1=CCC(C)(C)C2	-12%
CN(Cc1ccc(Br)cc1)c1ccc(S(N)(=O)=O)cn1	?
COc1cc(C#N)ccc1OCc1ccccc1	-62%

Taken from the results shown (2 entries):
SMILES	ALOX12 inh
CN(Cc1ccc(Br)cc1)c1ccc(S(N)(=O)=O)cn1	?
COc1cc(C#N)ccc1OCc1ccccc1	-62%

The list goes on.
SMILES	ALOX12 inh
COc1ccc2c(c1)OCC(C(=O)N1CCCN(c3ncccn3)CC1)C2 (stereo not given)	6%
CCN(CC)C(=O)C(NC(=O)c1ccc(F)cc1)C1CCN(C(=O)CC(C)C)CC1 (stereo not given)	45%[activator]
COc1ccc(Cl)cc1NC(=O)Cn1c(SCc2cccc(C)c2)nc2ccncc21	?
CCC(=O)N1CCC(C2CCN(CCC(C)C)C2)CC1 (stereo not given)	86%[activator]
O=C(NCc1ccccc1)C1CCCN(C2CCN(C(=O)c3ccoc3)CC2)C1 (stereo not given)	11%
Cc1nc(-c2ccccc2)sc1C(=O)Nc1ccc(C(C)C)cc1	15%
COc1cc(CSc2c(CC(C)C)cnc3c2c(=O)n(C)c(=O)n3C)cc(OC)c1	?
Cc1ccc(-c2cc3c(=O)n(CCNC(=O)Cc4ccsc4)ccn3n2)c(C)c1	?
COCC(=O)N1CCCC(C(=O)NCc2ccccc2OC)CCNC(=O)CC1 (stereo not given)	47%[activator]
CCCNC(=O)C1(C)CCCN(Cc2ccccc2F)C1 (stereo not given)	10%
COc1ccc(C(=O)N2CCC(N3C(=O)C(OC)C34CCOCC4)CC2)cc1F (stereo not given)	-12%
O=C(c1ccc(Cl)cc1)N1CC2(CCCN2Cc2cccnc2)Cc2ccccc21 (stereo not given)	3%[6.33 µM]
CCn1nc(C(=O)Nc2ccc(SC(F)F)cc2)c2ccccc2c1=O	6%
O=C(CN(Cc1ccccc1)Cc1ccccc1)OCC(=O)c1ccccc1	7%
O=C(c1ccccc1)N1CCC2(CC1)CCN(CCc1ccccc1)c1ccccc1O2	27%
CN1CC(=O)N(C2CCCNCC2)Cc2c(NCCCO)ncnc21 (stereo not given)	?
CC(C)CCN1CCCCC12Cc1ccccc1CNC2=O (stereo not given)	11%[6.33 µM]
CCOc1ccc2c(=O)c(-c3ccccc3OC)c(C)oc2c1	13%
Cc1cc(C)c(C(=O)c2ccccc2)cc1C(=O)c1ccccc1	-15%
CC(C)NC(=O)C[C@@H]1O[C@H](CNC(=O)NC(C)C)[C@@H](O)[C@H]1O	?
CCCC1(CO)CCCN(Cc2nc(C)no2)C1 (stereo not given)	10%
Cc1cc(NC(=O)COC(=O)c2cc3ccccc3o2)no1	?
O=C(Nc1ccccc1F)c1ccc2c(c1)n(Cc1ccccc1)c(=O)c1ccnn12	-9%
COCc1noc([C@@H]2CN(Cc3cccc(Cl)c3F)C[C@H]2C(N)=O)n1	46%[activator]
Cc1noc(-c2ccc(OC(F)(F)F)cc2)c1C(=O)NCc1ccc2c(c1)OCO2	47%[activator]
Cc1nc(-c2ccc(OC3CCN(C(=O)Nc4ccccc4)C3)cc2)no1 (stereo not given)	18%
CCOC(=O)N/N=C/c1cc(Cl)ccc1OCCCOc1ccc(Cl)cc1	4%
O=c1ccc2cc(S(=O)(=O)NC34CC5CC(CC(C5)C3)C4)ccc2o1	?
Fc1ccc(F)c(CNCc2cccnc2-n2cccn2)c1	?
COCCNc1c(-c2noc(C)c2C(=O)Nc2ccc(OC)nc2)cnn1C	12%[176 µM]

An excerpt; count on the stated rates, not on these rows.
